EPAC2 antagonist: qHTS for Antagonist of cAMP-regulated guanine nucleotide exchange factor 2 (EPAC2): primary screen; Rap guanine nucleotide exchange factor 4 (Homo sapiens), Q8WZA2; EPAC2 GEF exchange of Rap1B-BODIPY-GDP, fluorescence; Potency, µM (titrated, usually from 114 µM), inactives show at the top dose activity, negative = inhibition, actives largely listed as inhibitors; hit rate 0.18% among 360,000; AID 720708, 2013; also: potency is read from the fitted curve at half-maximal effect; % is scaled to controls: 0 for no effect and ±100 for the full control effect; nearly all actives have a fitted effect of over 45% in size; many of its hits are not listed in these tables
PI5P4Ka inh: qHTS for Inhibitors of phosphatidylinositol 5-phosphate 4-kinase (PI5P4K) | Phosphatidylinositol 5-phosphate 4-kinase type-2 alpha (Homo sapiens), P48426 | PI5P4Kalpha enzyme, ADP-Glo luminescence, 60 min; stronger effect = lower value | max response, % | hit rate 1.2% among 330,000 | AID 652105, 2013; active = max response of -50% or lower; inconclusive = between -30% and -50%; inactive = -30% or higher; also: value at the top dose of about 77 µM; % is scaled to controls: 0 for no effect and ±100 for the full control effect
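Quantitative HTS of the MLSMR library against PI5P4Kalpha with substrate. ATP added last at 5 microM final; room temperature, 60 minutes. Remaining ATP depleted, ADP converted and read as luminescence.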
EPAC1 antagonist: qHTS for Antagonist of cAMP-regulated guanine nucleotide exchange factor 3 (EPAC1): primary screen; EPAC1 GEF assay, Rap1b-BODIPY-GDP exchange fluorescence; Potency, µM (series often up to 115 µM), for the others: at the highest dose activity change, negative = inhibition, usual class: inhibitors; hit rate 0.14% among 360,000; AID 720709, 2013;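 also: potency is read from the fitted curve at half-maximal effect; plate controls were vehicle for no effect and positive control for full effect; nearly all actives have a fitted effect of over 50% in size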
CCT chaperon mod: High-Throughput Screening for Modulators of Cytosolic Chaperonin Activity. hit rate 0.3% among 360,000. purified chaperonin ATPase assay, HTRF ADP detection, 30 min. activity change, % (test concentration not listed), hits read low; in the data active = activity change below about -30%; also: % is scaled to controls: 0 for no effect and ±100 for the full control effect
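We incubate TRiC, 40 or 20 nM final, with library compounds at 76 uM and 10 uM ATP for 30 min at 37 °C. ADP formed is detected with Transcreener HTRF reagents after 30 min at room temperature.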
WRN inhibitor: qHTS for Inhibitors of WRN Helicase; Bifunctional 3'-5' exonuclease/ATP-dependent helicase WRN (Homo sapiens), Q14191; WRN helicase unwinding, fluorescent forked duplex, kinetic; Potency, µM (highest dose often 114 µM), for the others: at the highest dose activity change, negative = inhibition, actives largely listed as inhibitors; hit rate 0.46% among 360,000; AID 651768, 2012; also: potency is read from the fitted curve at half-maximal effect; % is scaled to controls: 0 for no effect and ±100 for the full control effect; nearly all actives have a fitted effect of over 55% in size
Target sequence (Q14191 whole entry, looked up): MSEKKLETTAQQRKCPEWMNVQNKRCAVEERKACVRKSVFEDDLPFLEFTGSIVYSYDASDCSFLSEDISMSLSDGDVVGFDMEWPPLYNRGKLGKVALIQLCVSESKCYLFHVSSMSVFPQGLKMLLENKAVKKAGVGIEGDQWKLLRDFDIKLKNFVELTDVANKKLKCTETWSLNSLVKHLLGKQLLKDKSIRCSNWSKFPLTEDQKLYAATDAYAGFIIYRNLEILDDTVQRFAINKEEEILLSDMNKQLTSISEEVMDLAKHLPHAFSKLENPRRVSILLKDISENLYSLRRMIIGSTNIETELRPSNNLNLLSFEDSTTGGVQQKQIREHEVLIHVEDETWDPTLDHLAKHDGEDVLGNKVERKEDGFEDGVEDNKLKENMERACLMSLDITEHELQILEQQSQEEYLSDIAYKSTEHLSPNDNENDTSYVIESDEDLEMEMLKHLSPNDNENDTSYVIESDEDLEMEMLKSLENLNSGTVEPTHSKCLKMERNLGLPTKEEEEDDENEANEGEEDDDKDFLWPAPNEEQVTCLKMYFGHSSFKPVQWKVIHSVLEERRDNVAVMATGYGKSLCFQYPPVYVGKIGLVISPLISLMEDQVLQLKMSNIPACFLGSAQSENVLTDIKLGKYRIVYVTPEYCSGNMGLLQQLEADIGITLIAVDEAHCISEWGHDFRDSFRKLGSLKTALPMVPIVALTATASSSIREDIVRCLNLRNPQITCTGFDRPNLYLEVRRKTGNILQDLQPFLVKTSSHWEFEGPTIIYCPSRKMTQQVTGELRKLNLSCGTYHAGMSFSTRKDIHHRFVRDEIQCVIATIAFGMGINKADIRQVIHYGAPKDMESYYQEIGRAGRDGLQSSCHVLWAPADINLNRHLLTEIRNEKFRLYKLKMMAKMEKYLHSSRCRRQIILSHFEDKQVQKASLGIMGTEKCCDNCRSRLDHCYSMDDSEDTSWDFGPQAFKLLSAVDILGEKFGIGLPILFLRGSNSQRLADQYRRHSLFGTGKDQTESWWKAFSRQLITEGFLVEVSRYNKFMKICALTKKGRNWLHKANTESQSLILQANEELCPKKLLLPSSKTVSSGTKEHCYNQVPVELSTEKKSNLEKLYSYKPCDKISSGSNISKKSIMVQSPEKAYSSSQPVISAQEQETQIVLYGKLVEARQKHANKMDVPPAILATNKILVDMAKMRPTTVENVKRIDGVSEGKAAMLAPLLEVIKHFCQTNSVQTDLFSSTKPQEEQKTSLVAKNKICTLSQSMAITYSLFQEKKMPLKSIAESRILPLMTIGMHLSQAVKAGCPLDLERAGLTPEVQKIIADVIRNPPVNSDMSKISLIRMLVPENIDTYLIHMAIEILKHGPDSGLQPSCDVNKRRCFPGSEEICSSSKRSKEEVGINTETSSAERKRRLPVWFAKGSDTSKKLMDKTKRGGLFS
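Kinetic fluorescence helicase assay: unwinding of a quenched forked DNA duplex (100 nM final) with 2 mM ATP final raises red fluorescence (525/598 nm). Compounds sat 15 min at room temperature with 20 nM WRN beforehand.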
EPAC1 agonist: qHTS for Agonist of cAMP-regulated guanine nucleotide exchange factor 3 (EPAC1): primary screen | Rap guanine nucleotide exchange factor 3 (Homo sapiens), O95398 | EPAC1 agonist qHTS, biochemical assay; response scale: 100% = response to 6.5 mM cAMP | Potency, µM (highest dose often 154 µM), for the others: top-dose activation, usual class: activators | hit rate 0.073% among 360,000 | AID 720707, 2013; also: potency is read from the fitted curve at half-maximal effect; nearly all actives have a fitted effect of over 60% in size
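Multi-concentration qHTS readout: loss of Rap1B-bound BODIPY-GDP fluorescence driven by 100 nM EPAC1 with excess GDP (50 uM), monitored kinetically at room temperature; agonist response expressed relative to 6.5 mM cAMP.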
PLK1 PBD block: qHTS for Inhibitors of PLK1-PDB (polo-like kinase 1 - polo-box domain): Primary Screen; Potency, µM, for the others: max response, negative = inhibition, actives largely listed as inhibitors; Serine/threonine-protein kinase PLK1 (Homo sapiens), P53350; hit rate 2.8% among 360,000; Plk1 PBD binding of FITC phosphopeptide, fluorescence polarization; also: potency is read from the fitted curve at half-maximal effect; series mostly up to about 57 µM; % is scaled to controls: 0 for no effect and ±100 for the full control effect; nearly all actives have a fitted effect of over 65% in size
Mm-Cpn inhibitor: Inhibitors of TCP-1 ring complex (TRiC) of Methanococcus maripaludis (MmCpn): qHTS; purified Mm-Cpn ATPase, ADP Transcreener TR-FRET; hit rate 0.031% among 330,000; Chaperonin Mm-Cpn (Methanococcus maripaludis); Potency, µM (highest dose often 76.9 µM), without a hit: at the top dose activity, negative = inhibition, actives largely listed as inhibitors; also: potency is read from the fitted curve at half-maximal effect; % is scaled to controls: 0 for no effect and ±100 for the full control effect; nearly all actives have a fitted effect of over 80% in size
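ATP (10 uM final) was added to archaeal chaperonin (25 nM final) after 10 min exposure to test compound at 37°C; after 30 min further incubation, ADP was detected by competitive TR-FRET.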
Active calls of the source: *; ? = inconclusive; nt = no result given; [ ] = another dose, or the depositor's remark. Unless noted, calls follow the shape of the dose curve; as a rule, active = well fitted curve in the direction sought with a large enough effect; inconclusive = small, poorly fitted or top-dose-only effect, or another doubt; inactive = no such curve, though single readings can be large; an effect the other way counts as inactive or inconclusive. The list is partial. The share of hits here may be higher or lower than overall.

item	molecule	EPAC2 antagonist	PI5P4Ka inh	EPAC1 antagonist	CCT chaperon mod	WRN inhibitor	EPAC1 agonist	PLK1 PBD block	Mm-Cpn inhibitor
1	C=C(C)c1cccc(C(C)(C)NC(=O)N2CCN(C/C=C/c3ccccc3)CC2)c1	-1%	1	-25%	-2.0	0%	1%	-16%	3%
2	CO[C@@]1(NC(=O)Cc2cccs2)C(=O)N2C(C(=O)O)=C(COC(N)=O)CS[C@@H]21	-8%	-2	-1%	0.4	-15%	-22%	-22%	2%[15.4 µM]
3	CC(C(=O)O)N1C(=O)CSc2ncccc21 (stereo not drawn)	2%	-1	7%	-5.4	0%	1%	-6%	0%
4	CC(=O)N1c2ccc(S(=O)(=O)N(C)CC(=O)NCc3ccc(C)cc3)cc2CC1C (stereo not drawn)	5%	-10	-9%	-1.0	-3%	2%	-16%	-2%
5	CCCn1c(N)c(N(CCOC)C(=O)c2cccc(C(F)(F)F)c2)c(=O)[nH]c1=O	6%	7	-16%	-2.2	5%	4%	-3%	1%
6	COc1ccc(OCCSc2nnc(CCNC(=O)c3ccc(OC)cc3)n2C)cc1	-1%	nt	-2%	-3.1	3%	9%	-6%	0%
7	CN(C(=O)COc1ccccc1)c1nnc(-c2ccncc2)s1	6%	-8	1%	0.0	6%	-8%	-17%	1%
8	Cc1cccc(Oc2coc3cc(O)ccc3c2=O)c1	-7%	-8	-11%	-2.0	3%	5%	-5%	0%
9	COc1cccc(/C=N/n2c(COc3ccccc3)n[nH]c2=S)c1	-15%	-13	-24%	1.9	-20%	6%	24µM*	1%
10	CCc1ccccc1N(C)S(=O)(=O)c1ccc2[nH]cc(C(=O)N3CCc4ccccc43)c(=O)c2c1	-8%	1	?	4.0	-2%	-32%[inhibitor]	9%	-4%
11	O=C(O)CN1C(=O)C=CC1=O	10%	-15	13%	0.3	-13%	1%	?	nt
12	Cc1cc(NC(=O)CSc2nc3ccccc3n2CC(=O)N2CCC(C)CC2)no1	11%	10	7%	-4.1	-8%	3%	-5%	4%
13	COc1ccc(-c2c(-c3cccc(C)c3)oc3ccc(-c4ccc5c(c4)OCO5)cc23)cn1	3%	3	-18%	-0.4	7%	-10%	-2%	nt
14	COc1ccc(CCN2C(=O)c3ccccc3C2c2nnnn2Cc2ccccc2)cc1OC (stereo not drawn)	-1%	4	-3%	0.1	-1%	-9%	-2%	nt
15	Cc1nnc(SCC(=O)NCC(=O)Nc2ccc(F)c(F)c2F)n1Cc1ccccc1	-2%	-1	2%	-1.5	-8%	4%	-3%	0%
16	COc1ccc(N2CCN(c3ncnc4nc[nH]c34)CC2)cc1	1%	-8	-2%	-1.5	5%	-25%	-7%	-1%
17	Nc1nnc(SCC(=O)NC2CCCC2)s1	4%	8	7%	-2.1	-1%[57.1 µM]	-9%	5%	1%
18	CC(C)(C)C(=O)Nc1ccccc1C(=O)NCCCn1ccnc1	3%	-1	17%	-1.7	10%	-3%	-10%	1%
19	Cc1cc(C)n(CCNS(=O)(=O)c2ccc(C)c(C)c2)n1	0%	2	18%	-0.8	5%	-4%	-1%	0%
20	CCOC(=O)c1cccc(NC(=O)C2CCCN(S(=O)(=O)c3c(C)n[nH]c3C)C2)c1 (stereo not drawn)	-11%	4	-10%	-1.1	-7%	11%	-2%	-1%
21	CCOc1ccc(NC(=O)NCc2cccnc2)cc1	7%	-8	-14%	0.5	6%	-17%	27µM*	1%
22	CC(OC(=O)c1cnccn1)C(=O)c1ccccc1 (stereo not drawn)	-5%	-11	-15%	0.6	-15%	-1%	-7%	0%
23	C=CCn1c(C)nc2c(sc3nc4c(cc32)COC(C)(C)C4)c1=O	4%	0	5%	1.8	5%	5%	4%	0%
24	CCCS(=O)(=O)N1CCN(CCN2C(=O)c3cccc4cccc(c34)C2=O)CC1	-11%	-2	-15%	-0.4	4%	8%	-17%	-1%
25	CS(=O)(=O)N1CCN(c2ccccc2[N+](=O)[O-])CC1	2%	10	-16%	-0.1	4%[57.1 µM]	7%	-1%	1%
26	COc1ccc([C@H]2CN(c3ccc(OC)cc3)C(=O)[C@@H]2CC(=O)Nc2ccccc2)cc1	-6%	2	6%	-0.1	6%	4%	6%	nt
27	CCOC(=O)C1(Cc2cccc(OC)c2)CCN(Cc2cccnc2)CC1	-7%	2	-22%	-0.9	-4%	-3%	-11%	1%
28	O=C(c1[nH]c(C(F)(F)F)nc1-c1ccccc1)N1CCN(C/C=C/c2ccccc2)CC1	2%	-1	5%	0.3	-2%	12%	-4%	nt
29	COc1ccc(C(=O)CC(=O)C(=O)Nc2ccccc2)cc1	2%	-3	16%	0.6	-8%[57.1 µM]	-7%	-1%	1%
30	CC1CCCC(C)N1CCCNC(=O)Cn1ncc2c3ccccc3n(C)c2c1=O (stereo not drawn)	3%	1	2%	-1.0	8%	0%	-17%	-1%
31	Cc1ccc(-c2cc(C#N)c(=O)n(Cc3c(Cl)cccc3Cl)c2)cc1	-5%	nt	1%	-2.6	-5%	12%	0%	-1%
32	CCOc1cc(/C=N/NC(=O)c2cccs2)ccc1OC(=O)N1CCOCC1	4%	2	3%	0.8	5%[57.1 µM]	-5%	-8%	2%

3 entries from above, sorted by their value in EPAC2 antagonist, low to high.
item	molecule	EPAC2 antagonist	PI5P4Ka inh	EPAC1 antagonist	CCT chaperon mod	WRN inhibitor	EPAC1 agonist	PLK1 PBD block	Mm-Cpn inhibitor
27	CCOC(=O)C1(Cc2cccc(OC)c2)CCN(Cc2cccnc2)CC1	-7%	2	-22%	-0.9	-4%	-3%	-11%	1%
28	O=C(c1[nH]c(C(F)(F)F)nc1-c1ccccc1)N1CCN(C/C=C/c2ccccc2)CC1	2%	-1	5%	0.3	-2%	12%	-4%	nt
32	CCOc1cc(/C=N/NC(=O)c2cccs2)ccc1OC(=O)N1CCOCC1	4%	2	3%	0.8	5%[57.1 µM]	-5%	-8%	2%

Other structures:
item	molecule	EPAC2 antagonist	PI5P4Ka inh	EPAC1 antagonist	CCT chaperon mod	WRN inhibitor	EPAC1 agonist	PLK1 PBD block	Mm-Cpn inhibitor
33	CCN(CC)c1ccc(C(=O)OCC(=O)NCC2CCCO2)cc1 (stereo not drawn)	-1%	0	?	1.4	0%	-3%	-10%	0%
34	c1ccc(N2CCOCCOCCOCCOCC2)cc1	10%	-5	2%	0.5	2%	-2%	3%	-3%
35	CCOc1nsc(OCC)n1	0%	-3	-20%	1.7	-2%	3%	1%	-1%
36	C=CCOC(=O)C1=C[C@@H](c2ccc(C(F)(F)F)cc2)[C@H](CCCO)[C@@H](OCC)O1	-29%	2	-19%	1.3	-1%	-25%	2%	nt
37	COc1cccc(C(NC(C)=O)c2nc(-c3ccc(F)c(Cl)c3)cs2)c1 (stereo not drawn)	-13%	22	-4%	-0.4	2%	-2%	-2%	nt
38	CC(C)NS(=O)(=O)c1ccc(NC(=O)CCc2ccccc2)cc1	9%	nt	7%	1.0	-12%	-12%	-4%	-2%
39	COc1ccc(-c2csc(/C(C#N)=C\c3ccc(O)c([N+](=O)[O-])c3)n2)cc1OC	-4%	?	-8%	-1.8	?	-9%	27µM*	0%
40	Cc1ccc(C(=O)CC2(O)C(=O)N(C)c3ccccc32)s1 (stereo not drawn)	-1%	6	1%	0.2	1%	5%	-2%	-21%
41	COC(=O)C1(CCSC)NC(c2ccccc2OC)C2C(=O)N(C)C(=O)C21 (stereo not drawn)	9%	-2	-2%	-0.4	1%	0%	-8%	1%
42	CCCc1cc(C(=O)Nc2ccccc2SC)no1	2%	3	?	-0.2	5%	1%	-7%	1%
43	O[C@@H](CNC[C@H](O)c1ccccc1)c1ccccc1	0%	0	7%	0.2	-8%	2%	-2%	0%
44	CC(=O)c1cccc(Nc2cc(C)nc3ccc(C)cc23)c1	2%	3	9%	-2.9	-4%	4%	-3%	-1%
45	Cc1ccc(S(=O)(=O)N2CCC(=O)N([C@H](COCc3ccc(Cl)c(Cl)c3)Cc3ccccc3)CC2)cc1	-3%	11	-23%	1.3	-2%	5%	5%	nt
46	O=Cc1ccc(-c2ccc(Cl)cc2Cl)[nH]1	-1%	0	-2%	1.0	-5%	3%	0%	-3%
47	COC(=O)c1cc(S(=O)(=O)Nc2cccc(C)c2C)cn1C	-18%	9	-2%	0.4	-1%	-15%	-3%	1%
48	Brc1ccc(-c2nc(-c3ccncc3)no2)o1	-6%	nt	-11%	-0.9	-5%	11%	-7%	0%
49	CNC(=S)N1CCc2cc(OC)c(OC)cc2C1	-5%	4	-15%	-1.4	9%	-5%	-11%	1%
50	Cc1nc2ccccn2c1C(=O)NN=C1CCN(C)CC1	2%	-1	-8%	-1.2	10%	-3%	-2%	-2%
51	O=C(NCC1CCCCC1)c1cc(Br)ccc1Cl	?	-12	-16%	-1.3	-5%	-5%	4%	0%
52	COc1ccc(NC(=S)NCC(c2cccnc2)N2CCOCC2)cc1 (stereo not drawn)	-4%	1	14%	0.0	2%	14%	-6%	-1%
53	CCN(CC)CCN1C(=O)C2C(C(=O)Nc3ccc(C(C)C)cc3)C3C=CC2(O3)C1C(=O)NC1CCCCC1 (stereo not drawn)	9%	-2	9%	-1.0	0%	3%	5%	0%

Retrieved by structure from above (three):
item	molecule	EPAC2 antagonist	PI5P4Ka inh	EPAC1 antagonist	CCT chaperon mod	WRN inhibitor	EPAC1 agonist	PLK1 PBD block	Mm-Cpn inhibitor
52	COc1ccc(NC(=S)NCC(c2cccnc2)N2CCOCC2)cc1 (stereo not drawn)	-4%	1	14%	0.0	2%	14%	-6%	-1%
51	O=C(NCC1CCCCC1)c1cc(Br)ccc1Cl	?	-12	-16%	-1.3	-5%	-5%	4%	0%
53	CCN(CC)CCN1C(=O)C2C(C(=O)Nc3ccc(C(C)C)cc3)C3C=CC2(O3)C1C(=O)NC1CCCCC1 (stereo not drawn)	9%	-2	9%	-1.0	0%	3%	5%	0%
